MITF inh – human MITF inhibition, primary screen; O75030; inhibition, % at 2.6 µM; AlphaScreen MITF homodimerization, bead proximity signal; AID 1259374; 650,000 tested, 0.91% active; in the data active = inhibition above about 50%;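 also: 0% = vehicle wells with protein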
Target sequence (O75030 whole entry, looked up): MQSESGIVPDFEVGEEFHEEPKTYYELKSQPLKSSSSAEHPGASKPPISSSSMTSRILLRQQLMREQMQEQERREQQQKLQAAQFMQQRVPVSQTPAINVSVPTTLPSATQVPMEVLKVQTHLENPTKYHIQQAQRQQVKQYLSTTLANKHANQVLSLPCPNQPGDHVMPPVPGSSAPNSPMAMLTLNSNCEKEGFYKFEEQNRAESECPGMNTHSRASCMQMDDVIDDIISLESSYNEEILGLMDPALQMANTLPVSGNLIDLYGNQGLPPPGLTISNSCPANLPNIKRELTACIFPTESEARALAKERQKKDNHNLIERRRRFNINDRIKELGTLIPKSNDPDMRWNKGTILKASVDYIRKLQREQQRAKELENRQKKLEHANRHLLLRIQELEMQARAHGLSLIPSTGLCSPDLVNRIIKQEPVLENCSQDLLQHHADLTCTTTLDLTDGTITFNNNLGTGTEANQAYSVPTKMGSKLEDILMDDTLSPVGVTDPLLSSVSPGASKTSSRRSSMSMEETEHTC
FBW7 act – activators of human E3 ligase FBW7 | Q969H0 | AlphaScreen FBW7–phospho-cyclin E peptide binding, activator screen | normalized activity (activation), % at 26.1 µM | 650,000 tested, 0.13% active | AID 1259310; in the data active = normalized activity above about 1.9%;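 also: purified mutant Fbw7 with reduced substrate affinity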
TEAD-YAP inh – TEAD-YAP interaction inhibition; HEK-TIYL cells, TEAD-Gal4/YAP UAS-luciferase luminescence; inhibition, % at 9.12 µM; 640,000 tested, 1.4% active; AID 1259422; in the data active = inhibition above about 32%;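 also: 0% = median of test compound wells and 100% = reference inhibitor wells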
GPR151 ag – activators of human GPR151 | Q8TDV0 | PathHunter beta-arrestin GPR151 cells, luminescence | activation, % at 11.2 µM | 650,000 tested, 1% active; in the data active = activation above about 4.9%;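 also: 0% = median of compound wells and 100% = cells with positive control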
Target sequence (Q8TDV0 whole entry, looked up): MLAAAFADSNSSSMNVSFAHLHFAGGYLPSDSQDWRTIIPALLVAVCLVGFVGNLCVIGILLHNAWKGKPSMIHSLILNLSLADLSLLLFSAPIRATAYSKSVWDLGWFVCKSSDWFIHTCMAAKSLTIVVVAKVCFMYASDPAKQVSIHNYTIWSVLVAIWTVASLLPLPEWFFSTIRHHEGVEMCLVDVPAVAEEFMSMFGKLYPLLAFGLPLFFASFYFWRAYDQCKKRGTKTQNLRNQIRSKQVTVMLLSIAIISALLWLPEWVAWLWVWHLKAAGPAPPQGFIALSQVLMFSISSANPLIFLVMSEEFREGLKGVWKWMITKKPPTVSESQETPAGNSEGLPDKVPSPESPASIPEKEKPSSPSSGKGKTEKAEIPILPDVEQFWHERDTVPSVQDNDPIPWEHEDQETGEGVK
An asterisk follows results filed as active; nt = not tested or not shown.

SMILES	MITF inh	FBW7 act	TEAD-YAP inh	GPR151 ag
O=C(CC(=O)c1c[nH]c2ccccc12)c1ccccc1	16	0.2	-10	1.7
Oc1ccc2ccccc2c1C(c1ccc(Br)cc1)N1CCCCC1 (stereo not drawn)	-9	0.0	1	1.7
COc1ccc(/C=C(/C#N)C(=O)Nc2cccc(OC)c2)cc1	3	0.1	-4	3.3
CC(=O)Nc1ccc(Nc2nc(NCc3cccnc3)nc3c2ncn3-c2ccccc2)cc1	-1	0.0	0	4.7
COCCN1CCn2c(nc3cc(NC(=O)c4ccccc4OC)ccc32)C1	10	-0.1	-6	-0.7
COC(=O)C1=C(C(=O)OC)[C@@H]2Nc3ccccc3[C@@]23C[C@@H](C(=O)OC)N(C(=O)CC(C)C)C3=N1	-18	-0.1	nt	-0.4
COCCN1C=C(C(=O)OC)C(c2cc3c(cc2Br)OCO3)C(C(=O)OC)=C1	19	0.2	6	-1.7
COc1ccc(CCNC(=O)Cc2cn(-c3ccc(N4CCC(N5CCOCC5)CC4)nn3)c3ccccc23)cc1	11	0.3	-11	-1.2
COc1cc(OC)cc(C(=O)NNC(=O)c2ccc(SCC3CCCO3)c([N+](=O)[O-])c2)c1 (stereo not drawn)	4	0.1	0	0.7
COc1ccc(CC(=O)Nc2ccc3nc4n(c(=O)c3c2)CCCCC4)cc1OC	2	0.0	8	1.6
Cc1nc2c(c(=O)[nH]1)CN(C(=O)C1(c3cccc(F)c3)CCCC1)CC2	0	0.1	3	6.5*
O=S(=O)(NC(=S)Nc1ccccc1)c1cccs1	-5	0.3	5	1.6
CCOc1ccc2nc(NC(=O)c3ccco3)sc2c1	10	0.0	23	-8.6
CCOc1ccccc1NC(=O)c1c(NC(=O)COc2ccccc2)sc2c1CCCC2	6	0.5	0	-0.1
CCOc1ccc(CNc2nc3ccc(Cl)cc3n3cnnc23)cc1OC	6	0.1	-1	-0.2
CS(=O)(=O)N(CC(=O)NCc1ccco1)c1cccc([N+](=O)[O-])c1	3	0.2	-2	1.2
Cc1cc(C)c(C(=O)Nc2ccc(OCc3ccccc3)cc2)c(C)c1	12	0.1	5	-0.2
Cc1cccc(/C(N)=N/OC(=O)c2ccc(C)cc2C)c1	9	0.2	-4	2.1
C=CCc1ccccc1OCC(O)CNC (stereo not drawn)	14	0.0	6	0.5
CCOC(=O)C1=C(C)NC(=O)NC1c1c(OCC(=O)N2CCCCC2)ccc2ccccc12 (stereo not drawn)	-11	0.1	13	0.0
CCOC(=O)N1CCN(C(=O)CCC(=O)N2CCOc3ccc(C)cc32)CC1	20	1.5	-7	-0.8
Cc1ccc2c(c1)N(C(=O)c1ccc(F)cc1)C(C)(C)CC2(C)c1ccccc1 (stereo not drawn)	-2	-0.1	-2	1.1
Cc1ccc(C(C[N+](=O)[O-])c2c[nH]c3ccccc23)o1 (stereo not drawn)	0	0.0	54*	-1.1
Cc1cc(Br)cc(/C=N/NC(=O)c2ccc3c(c2)OCO3)c1O	3	-0.1	-12	0.9
CC1=C(C(=O)c2ccccc2)C(c2ccccc2)NC(=O)N1 (stereo not drawn)	4	-0.1	6	0.4
Following part.
SMILES	MITF inh	FBW7 act	TEAD-YAP inh	GPR151 ag
CN1N=C(C(=O)N2CCCC(CNS(=O)(=O)Cc3ccccc3)C2)CCC1=O (stereo not drawn)	-2	0.0	8	-0.4
O=C(COc1ccccc1F)N1CCN(c2cc(N3CCCC3)ncn2)CC1	7	0.6	0	-0.1
COc1ccc2cc(C)c3nn(CN4CCCC(O)C4)c(=O)n3c2c1 (stereo not drawn)	-6	-0.2	0	0.2
CC(=O)N(CCCN(C)C)Cc1ccccn1	12	-0.1	-6	0.4
O=C(O)CCC(=O)N1CCCC1C(=O)O (stereo not drawn)	1	-0.1	-5	-1.8
COc1ccc(C(=S)N2CCOCC2)cc1F	15	0.5	-6	0.8
CC(O)Cn1c(N(C)C)nc2c1c(=O)[nH]c(=O)n2C (stereo not drawn)	1	0.5	3	-1.0
O=C(CCBr)NC(=O)Oc1ccc2ccccc2c1	14	0.1	4	0.3
CN(C)S(=O)(=O)c1ccc(NC(=O)COc2ccccc2Cl)cc1	2	0.2	-4	1.2
NS(=O)(=O)c1cc(C(=O)NCC(F)(F)F)ccc1Cl	11	0.2	4	-1.5
CC(C)Oc1ccc(CCNCc2c(C(=O)N3CCCC3)nc3sccn23)cc1	-2	0.2	3	-0.5
CCc1cccc(CC)c1NC(=O)c1cc(S(=O)(=O)N(CCc2ccccc2)Cc2ccccc2)ccc1F	2	0.1	2	-0.7
COc1cccc2cc(C(=O)Nc3sc4c(c3C#N)CCC(C)C4)c(=O)oc12 (stereo not drawn)	25	0.6	-5	-0.7
COC(=O)c1ccc(C)c2c1C1C=CCC1[C@@H](c1ccc(C(=O)O)cc1)N2 (stereo partly drawn)	22	-1.0	-2	0.2
CC(C)C(Sc1ccccc1)C(=O)NC(N)=O (stereo not drawn)	6	-0.1	1	0.9
CC(C)CC(C(=O)NC(C)(C)C)N(CC1CCCO1)C(=O)c1snc(C(N)=O)c1N (stereo not drawn)	-8	-0.2	3	0.0
O=S1(=O)CC2Nc3c4ccccc4nc(=S)n3C2C1 (stereo not drawn)	9	0.2	1	-1.2
CCN1/C(=C/c2ccc3ccccc3[n+]2CC)Sc2cc(OC)c(OC)cc21	42	-0.5	91*	-0.5
O=C(Cc1cc(=O)[nH]c(SCc2ccccc2F)n1)N1CCCC1	16	0.6	-8	0.8
CC(=O)c1ccc(NC(=O)Nc2cccc(Cl)c2Cl)cc1	-8	-0.1	-71	0.6
Cc1ccc(CNCc2ccc(N(C)C)cc2)cc1	44	0.5	4	-1.3
C=CCOc1ccccc1CNc1ccc(C(=O)O)cc1	-1	0.0	-4	0.2
Cc1ccc(N2C(=O)CC(N3CCN(C(c4ccccc4)c4ccccc4)CC3)C2=O)c(C)c1 (stereo not drawn)	1	0.0	0	-0.2
O=S(=O)(c1cccc(Cl)c1)N1CCNCC1	4	0.0	3	0.8
O=C(CSCC(=O)Nc1ccccc1[N+](=O)[O-])Nc1ccc2ccccc2c1	7	0.0	-4	0.6

Record cards, as listed above.
O=C(O)CCC(=O)N1CCCC1C(=O)O (stereo not drawn) is entered as MITF inh: 1; FBW7 act: -0.1; TEAD-YAP inh: -5; GPR151 ag: -1.8
NS(=O)(=O)c1cc(C(=O)NCC(F)(F)F)ccc1Cl is entered as MITF inh: 11; FBW7 act: 0.2; TEAD-YAP inh: 4; GPR151 ag: -1.5

Continuation:
SMILES	MITF inh	FBW7 act	TEAD-YAP inh	GPR151 ag
COc1ccc(OC)c(C2CC(=O)N3C(=C2C#N)SCC3(O)c2ccc(Cl)cc2)c1 (stereo not drawn)	4	0.1	-15	0.0
O=C(CCCn1c(SCC(=O)NCCC2=CCCCC2)nc2ccccc2c1=O)NCC1CCCO1 (stereo not drawn)	-9	-0.1	14	1.0
NS(=O)(=O)c1ccc(NC(=O)CSc2nnc3sc4ccccc4n23)cc1	10	0.1	5	1.1
CC(C)CN1CCNC(=O)C1CC(=O)NCc1csc(Cc2ccccc2)n1 (stereo not drawn)	-8	0.0	1	0.1
C=CCNc1nc2nc(N)nc(N)c2s1	12	0.6	7	-0.4
CCOc1ccc(C2(O)CSC3=C(C#N)C(c4cccc(F)c4)CC(=O)N32)cc1 (stereo not drawn)	4	0.1	-5	-0.1
CCOc1ccc2c(c1)-c1c(ssc1=S)C(C)(C)N2C(=O)c1ccc(Cl)c([N+](=O)[O-])c1	6	-0.8	7	-0.3
COc1ccc(/C=C2/Sc3ccccc3N(CC(=O)O)C2=O)cc1Br	6	0.1	7	-0.4
COc1ccc(NC(=O)C(CCC(N)=O)NS(=O)(=O)c2ccc(C)cc2)cc1Cl (stereo not drawn)	-10	0.0	-4	-1.7
Cc1ccc(C(c2ccc(C)o2)c2cc(Br)ccc2O)o1	8	0.0	-6	0.5
O=C(NCCCO)/C(=C/c1ccncc1)NC(=O)c1ccccc1	-11	-0.2	0	-1.1
CCc1c(C)sc(NC(NC(=O)c2ccc(Cl)cc2)(C(F)(F)F)C(F)(F)F)c1C#N	-10	0.1	-5	1.2
Cn1c(Nc2nccc(NCc3ccccc3)n2)nc2ccccc21	-4	0.1	28	-0.3
Cc1ccsc1C1C=C(c2ccc(Br)cc2)Nc2ncnn21 (stereo not drawn)	-5	-0.1	6	-1.0
Cc1sc2ncnc(N3CC4(C)CC3CC(C)(C)C4)c2c1C (stereo not drawn)	-3	0.0	1	0.4
O=C1CC(c2ccccc2)CC(O)=C1C=NCCN1CCN(C(=S)Nc2ccccc2)CC1 (stereo not drawn)	1	-0.2	1	1.7
CCSC1=C(C#N)C(c2ccccc2Cl)C(C(=O)Nc2ccccc2OC)=C(C)N1 (stereo not drawn)	-6	0.1	9	2.3
Cc1nnc(SCc2nc(-c3ccccc3)no2)n1-c1ccccc1	14	0.5	2	-1.7
CC(=O)N1N=C(c2ccc(C)cc2)CC1c1ccccc1Cl (stereo not drawn)	-10	0.0	-5	0.4
Cc1ccnc(N2CCCC(C(=O)NCc3cccc(Cl)c3)C2)n1 (stereo not drawn)	-9	-0.1	-10	-0.5
COc1cccc(CN2CCc3nnc(CNC(=O)CCc4cccnc4)n3CC2)c1	22	-0.1	-11	0.0
COc1ccccc1CNC(=O)c1ccc(C)cc1Cl	-11	-0.1	-15	-0.2
CCCNC(=O)CN(Cc1ccccc1F)S(=O)(=O)c1ccc(C)cc1	-12	-0.1	0	-0.5
O=C(O)C1CCC1C(=O)N1CCC(c2nc(-c3ccc4c(c3)OCO4)c3ccccn23)CC1 (stereo not drawn)	19	-0.6	5	-0.4
CCOc1cc(/C=C/C(=O)O)cc(Cl)c1O	7	0.1	-7	-1.9
The listing continues:
SMILES	MITF inh	FBW7 act	TEAD-YAP inh	GPR151 ag
COc1ccc(N(C(C)=O)c2nc(C)cc(C)c2C#N)cc1	7	0.1	7	-1.5
CNC(=O)/C(C#N)=C/c1ccc(N2CCCCC2)o1	18	0.7	-10	0.2
CCOC(=O)c1c(C)oc2ccc(OC(=O)c3cccc([N+](=O)[O-])c3)cc12	25	1.1	-19	-0.6
O=C(NC1CCCC1)C(c1cc2c(cc1[N+](=O)[O-])OCO2)N(CCO)Cc1ccccc1 (stereo not drawn)	2	-0.1	-26	-0.5
COc1ccccc1-c1nnc(NC(=O)C(c2ccccc2)c2ccccc2)o1	12	0.0	3	-0.3
O=C1N[C@H](Cc2ccccc2)C(=O)N2C[C@@H](NCc3ccc(Cl)s3)C[C@@H]12	2	-0.1	8	-0.5
CCCCC(=O)Nc1ccc(C(=O)Nc2cc([N+](=O)[O-])ccc2OC)cc1	-5	-0.1	-5	0.4
Cc1cnc(NC2CCC(O)CC2)nc1NCc1ccccc1 (stereo not drawn)	7	0.1	7	-0.2
COc1ccc(COCC(O)CN2CCN(CCc3ccccn3)CC2)cc1 (stereo not drawn)	78*	-0.1	-13	-0.7
CCCCC(=O)Nc1cc2nn(-c3ccc(C)cc3)nc2cc1C	-5	-0.1	-17	0.3
CC(C)C(NC(=O)CN(c1cc(C(F)(F)F)ccc1Cl)S(C)(=O)=O)C(C)C	1	0.0	-3	-1.5
CN(C)Cc1c(NC(=O)c2ccccc2)sc2c1CCCC2	0	0.0	-68	-1.1
O=S(=O)(Cc1ccccc1)NCCc1ccc(Cl)cc1	12	0.1	10	-0.4
CCOC(=O)c1c(-c2ccc(Br)cc2)csc1NC(=O)c1ccccc1C(=O)O	2	-0.1	-1	0.6
O=C(CCc1ccccc1)Nc1c2c(nn1-c1ccc([N+](=O)[O-])cc1)CS(=O)(=O)C2	10	-0.1	4	-0.7

Compounds shown so far that have fluorine:
SMILES	MITF inh	FBW7 act	TEAD-YAP inh	GPR151 ag
Cc1nc2c(c(=O)[nH]1)CN(C(=O)C1(c3cccc(F)c3)CCCC1)CC2	0	0.1	3	6.5*
Cc1ccc2c(c1)N(C(=O)c1ccc(F)cc1)C(C)(C)CC2(C)c1ccccc1 (stereo not drawn)	-2	-0.1	-2	1.1
O=C(COc1ccccc1F)N1CCN(c2cc(N3CCCC3)ncn2)CC1	7	0.6	0	-0.1
COc1ccc(C(=S)N2CCOCC2)cc1F	15	0.5	-6	0.8
NS(=O)(=O)c1cc(C(=O)NCC(F)(F)F)ccc1Cl	11	0.2	4	-1.5
CCc1cccc(CC)c1NC(=O)c1cc(S(=O)(=O)N(CCc2ccccc2)Cc2ccccc2)ccc1F	2	0.1	2	-0.7
O=C(Cc1cc(=O)[nH]c(SCc2ccccc2F)n1)N1CCCC1	16	0.6	-8	0.8
CCOc1ccc(C2(O)CSC3=C(C#N)C(c4cccc(F)c4)CC(=O)N32)cc1 (stereo not drawn)	4	0.1	-5	-0.1
CCc1c(C)sc(NC(NC(=O)c2ccc(Cl)cc2)(C(F)(F)F)C(F)(F)F)c1C#N	-10	0.1	-5	1.2
CCCNC(=O)CN(Cc1ccccc1F)S(=O)(=O)c1ccc(C)cc1	-12	-0.1	0	-0.5
CC(C)C(NC(=O)CN(c1cc(C(F)(F)F)ccc1Cl)S(C)(=O)=O)C(C)C	1	0.0	-3	-1.5

From PubChem
